# Screens as filed in PubChem.
# PPC-1+TRAIL kill: kills PPC-1 cancer cells in the presence of TRAIL. PPC-1 cells + TRAIL, ATPLite viability luminescence. cell killing (% activity), % at 4 µM. 220,000 tested, 0.41% active. AID 1443;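 active = cell killing above 50% in the first pass at 4 µM, then a duplicate retest at 5 µM averaging 50% or more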;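 note: plate controls were cells with TRAIL plus DMSO for no effect and medium-only wells lacking cells for full effect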
# MDM2 E3 inh: inhibitors of human Mdm2 E3 ubiquitin ligase; Q00987; cell-based MDM2 ubiquitination luciferase reporter, 2 h; 0 = plate control, 100 = twice control, blank-subtracted; signal enhancement, % at 5 µM; 210,000 tested, 0.11% active; AID 1230;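 active = signal enhancement of 30% or more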;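 note: luminescence tracks abundance of the self-degrading MDM2-luciferase fusion protein; higher signal means inhibition of MDM2 E3 ligase activity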
#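 System: stable MDM2–luciferase fusion reporter cells / Input: 2000 cells seeded into each well / Schedule: 4 h settle plus 2 h compound, 37 °C / Compound: single-point 5 µM / Buffer or medium: cells held in DMEM / Benchmarks: control and blank well means / Evaluation: percent signal gain over controls, blank-subtracted / Measured by: luciferase luminescence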
# Runt-SMMHC FRET: blocks binding of human RUNX1 Runt domain to CBFb-SMMHC; Q01196+Q13951; Cerulean-Runt/Venus-CBFb-SMMHC FRET ratio 530/480, 1 h; inhibition, % at 20 µM; 220,000 tested, 0.74% active; AID 1434;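 active = mean inhibition across duplicate retests at 20 µM reaching about 50%, limit read from the data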;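 note: 0% = DMSO wells and 100% = wells with excess untagged CBFb-SMMHC; inhibitors lower the FRET ratio by blocking Runt binding to CBFb-SMMHC; some results filed as inactive read as strong as hits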
# EBV gp42 block: EBV gp42 inhibition. Q1HVG2. Fluorescence polarization binding assay, mP read-out. inhibition, % (tested at 21.74 µM). 220,000 tested, 0.42% active. AID 1085; in the data active = inhibition above about 50%
# Target sequence (Q1HVG2 whole entry, looked up): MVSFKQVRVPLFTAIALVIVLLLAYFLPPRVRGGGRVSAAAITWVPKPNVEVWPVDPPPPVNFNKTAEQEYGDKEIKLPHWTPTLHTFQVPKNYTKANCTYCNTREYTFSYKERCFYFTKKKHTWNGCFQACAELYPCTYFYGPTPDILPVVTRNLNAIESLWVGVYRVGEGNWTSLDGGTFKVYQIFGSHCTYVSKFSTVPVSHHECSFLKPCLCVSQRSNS
# CHOP inhibitor: inhibitors of CHOP induction in ER stress response; inhibition, % at 10 µM; AID 2732; 220,000 tested, 3.8% active; CHO-K1 CHOP-promoter luciferase, tunicamycin-induced, 15-18 h;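 active = compounds that reduced the stress-induced luciferase reporter signal by more than about 70% of percent inhibition, limit read from the data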;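 note: 0% = tunicamycin plus vehicle and 100% = wells without tunicamycin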
# zfTRPN1 agonist: activates the zebrafish TRPN1 channel; AID 1424; activation, % at 3 µM; 220,000 tested, 0.18% active; HEK293 zebrafish TRPN1-YFP, Fluo-8 calcium fluorescence; 100% = response to 87 µM carbachol;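 active = activation above its plate's cutoff, the mean activation of test wells on that plate plus 3 SD, cut at about 19% in these data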;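 note: 0% = DMSO alone and 100% = 87 µM carbachol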
#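 Assay system: Zebrafish TRPN1-YFP in HEK293 cells | Incubation: Dye loading 1 h at 37 °C, then 30 min room temperature | Measured by: Kinetic Fluo-8 fluorescence, ex 470-495, em 515-575 nm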
# TRPML3 ag: agonists of human TRPML3 channel; Q8TDD5; HEK293 TRPML3-YFP, Fluo-8 calcium fluorescence; 100% = the carbachol control signal; 220,000 tested, 0.29% active; activation, % at 3 µM;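 active = activation above its plate's cutoff, the mean activation of the plate's test wells plus 3 SD, cut at about 12% in these data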;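 note: 0% = DMSO only wells and 100% = carbachol wells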
# Target sequence (Q8TDD5 whole entry, looked up): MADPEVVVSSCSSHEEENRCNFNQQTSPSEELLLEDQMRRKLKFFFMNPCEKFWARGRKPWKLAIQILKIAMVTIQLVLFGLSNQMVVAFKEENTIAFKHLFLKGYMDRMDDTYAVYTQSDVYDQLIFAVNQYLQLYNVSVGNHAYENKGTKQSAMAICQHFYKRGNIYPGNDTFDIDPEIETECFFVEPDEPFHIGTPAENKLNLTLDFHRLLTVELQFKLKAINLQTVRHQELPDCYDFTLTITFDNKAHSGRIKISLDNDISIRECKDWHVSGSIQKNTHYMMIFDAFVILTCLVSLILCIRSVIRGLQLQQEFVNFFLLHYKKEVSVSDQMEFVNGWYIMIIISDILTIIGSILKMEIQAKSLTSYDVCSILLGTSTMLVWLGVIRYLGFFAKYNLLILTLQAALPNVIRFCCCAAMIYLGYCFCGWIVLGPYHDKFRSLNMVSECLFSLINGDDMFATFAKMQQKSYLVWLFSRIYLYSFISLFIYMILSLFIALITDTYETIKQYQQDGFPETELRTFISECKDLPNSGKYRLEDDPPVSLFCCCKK
#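 Test system: TRPML3-YFP stable HEK293 cells. Doses: single point at 3 µM. Incubation: dye loading 1 h 37 °C then 30 min ambient, 125 s read. Signal: Fluo-8 calcium dye fluorescence, ex 470-495, em 515-575 nm. Measure: percent activation from peak-to-basal fluorescence ratio, scaled between DMSO and carbachol.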
# NCF1 inh: p47phox (human) inhibition; P14598; p47phox/p22phox peptide binding, fluorescence polarization, 2 h; inhibition, % at 24.7 µM; 220,000 tested, 0.53% active; AID 1274;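 active = inhibition above about 30%, limit read from the data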;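 note: 0% = p47phox with labelled peptide and 100% = labelled peptide alone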
# TNF death inh: TNF-alpha cell death inhibition in Jurkat FADD-/- cells | 220,000 tested, 0.068% active | activation (protection from cell death), % at 10 µM | Jurkat FADD-/- TNF necroptosis rescue, ATP luminescence, 24 h; 0 = TNF only, 100 = no-TNF cells;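 active = activation, meaning protection from cell death, of at least 50% relative to plate controls; inactive = activation below 50%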;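 note: necroptosis triggered by 40 ng/mL TNF-alpha added together with compound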
# Active calls of the source: *; / = not tested or not shown; [ ] = another dose, or the depositor's remark.
# Short keys: A = PPC-1+TRAIL kill; B = MDM2 E3 inh; C = Runt-SMMHC FRET; D = EBV gp42 block; E = CHOP inhibitor; F = zfTRPN1 agonist; G = TRPML3 ag; H = NCF1 inh; I = TNF death inh
(1) Nc1ccc(C(=O)N(CCO)CCO)cc1
  A: 13.6	B: -5.8	C: 0.6	D: -17.0	E: 11.6	F: 1.4	G: 0.8	H: 0.6	I: 0.4

(2) Cc1ccc(-n2c(-c3ccccc3)c[n+]3c2CCc2ccccc2-3)c(C)c1
  A: 25.1[5 µM]	B: -6.8	C: -2.3	D: -3.6	E: 32.1	F: -0.7	G: -0.6	H: 3.1	I: -4.8

(3) CCN(CC)S(=O)(=O)c1ccc(C(=O)NCc2n[nH]c(=S)n2-c2ccccc2OC)cc1
  A: 42.8	B: -15.7	C: 6.9	D: -13.9	E: -12.3	F: 1.1	G: 0.7	H: -7.2	I: -1.0

(4) C/C(=N\Nc1nc2ccccc2[nH]1)c1ccc2c(c1)OCCO2
  A: 31.6	B: -29.6	C: 3.5	D: 5.1	E: 5.7	F: 1.1	G: 1.3	H: -57.7	I: 2.9

(5) O=C(C(Sc1ccccc1)c1ccccc1)N1CCN(c2ccccc2)CC1 (configuration not stated)
  A: 15.1	B: -7.8	C: -1.2	D: -7.1	E: 58.9	F: -2.0	G: -0.1	H: -4.2	I: 2.7

(6) O=C(C1CCN(S(=O)(=O)c2ccccc2)CC1)N(CCc1ccccc1)Cc1ccco1
  A: 1.6	B: -5.5	C: 0.6	D: -19.9	E: 34.0	F: -0.2	G: 2.6	H: -21.1	I: 0.0

(7) O=C(NC(Cc1ccccc1)C(=O)O)c1ccc(S(=O)(=O)N2CCCC2)cc1 (configuration not stated)
  A: 6.1	B: -4.2	C: -4.2	D: -26.2	E: 0.1	F: -0.3	G: 0.7	H: -17.9	I: -0.8

(8) O=C(Cn1nc(Cc2cccnc2)c2ccccc2c1=O)Nc1cc(F)ccc1F
  A: 10.8	B: /	C: -5.7	D: -15.9	E: -7.0	F: 0.6	G: -0.5	H: -9.8	I: 2.0

(9) O=C(c1cccc(C(=O)N2CCc3ccccc32)n1)N1CCc2ccccc21
  A: 35.9	B: -19.5	C: -1.8	D: -10.3	E: 21.1	F: 0.5	G: -0.4	H: 45.6*	I: 0.6

(10) COc1ccc(Nc2cc(C(=O)NCc3ccco3)c3ccccc3n2)cc1
  A: 6.2	B: -19.7	C: 19.0	D: -3.4	E: 25.3	F: -0.9	G: -0.2	H: 0.9	I: 2.4

(11) COCCNC(=O)c1cc2sc3ccccc3c2s1
  A: -6.0	B: -9.6	C: 2.2	D: 0.3	E: -7.2	F: -0.2	G: 0.5	H: -1.4	I: -2.9

(12) C/C(Cn1nc([N+](=O)[O-])cc1C)=N\NC(=O)COc1ccc(Cl)cc1Cl
  A: -15.5	B: -17.7	C: -0.4	D: 0.3	E: 26.6	F: 1.3	G: 0.2	H: -6.1	I: -0.9

(13) Cc1ccc(NC(=O)c2ccn(C(=O)Nc3ccccc3)n2)c(C)c1
  A: -6.1	B: -12.2	C: -3.7	D: -8.2	E: 5.0	F: 0.8	G: 0.7	H: -4.0	I: 0.3

(14) O=S(=O)(Nc1nccs1)c1ccc(Cl)cc1
  A: 9.9	B: -21.9	C: -4.5	D: 4.4	E: 16.7	F: -0.5	G: 0.5	H: -12.4	I: 0.7

(15) Cc1ccc(NC(=O)CSc2nn(-c3ccc(Cl)cc3)c(=S)s2)cc1S(=O)(=O)N(C)C
  A: 21.1	B: -7.2	C: -6.8	D: -18.0	E: 46.5	F: -1.7	G: -0.4	H: -203.4	I: -0.2

(16) O=C(CCN1C(=O)S/C(=C\c2cccs2)C1=O)NC1=NCCS1
  A: 28.2	B: -1.1	C: -1.3	D: 30.5	E: 9.0	F: 0.9	G: 0.4	H: -25.3	I: 2.7

(17) Cc1c(/C=N/NC(=O)CNc2ccccc2)c2ccccn2c1C(=O)c1ccccc1
  A: -3.8	B: -10.2	C: -33.6	D: -20.8	E: 2.1	F: -0.6	G: -0.3	H: -26.7	I: -0.7

(18) Cc1cc(SCC(=O)Nc2cccnc2Cl)nc2ccccc12
  A: 10.5	B: -10.9	C: -4.9	D: -0.3	E: 2.7	F: -0.2	G: 1.5	H: -6.7	I: 0.5

(19) Cc1cccc(NS(=O)(=O)c2ccc3nc(-c4ccccc4)[nH]c3c2)c1C
  A: -21.1	B: -3.1	C: -3.4	D: -12.9	E: 42.4	F: 1.9	G: 0.8	H: 1.8	I: 4.2

(20) Clc1ccc(Cn2ncc3c(N4CCCCC4)ncnc32)cc1
  A: -3.3	B: 0.4	C: 2.3	D: 2.2	E: 57.9	F: -0.3	G: 0.0	H: -14.0	I: -0.7

(21) O=C(CCn1nc(-c2ccc(Cl)cc2)ccc1=O)NCCCN1CCCCCC1
  A: 28.2	B: -11.8	C: 2.0	D: -13.6	E: -24.3	F: 0.1	G: 0.8	H: -5.5	I: -0.5

(22) N#C/C(=C\c1ccc(O)c(Br)c1)C(=O)NCc1ccccc1
  A: 24.4	B: -6.6	C: 134.0*	D: -3.8	E: -1.5	F: 0.7	G: 1.4	H: -5.5	I: 0.1

(23) COc1ccc(C(=O)/C=C/Nc2ccccn2)cc1
  A: 74.5*[5 µM]	B: -0.6	C: 5.4	D: -9.0	E: 73.5*	F: -1.2	G: 0.4	H: -24.6	I: -2.3

(24) CC(=O)c1c(C)[nH]c(C(=O)CSc2nnc(-c3ccccc3)n2Cc2ccc3c(c2)OCO3)c1C
  A: 36.6	B: -37.2	C: 0.5	D: -9.3	E: -29.3	F: 1.2	G: -0.5	H: 6.0	I: -1.7

(25) CC(=O)c1cccc(NC2c3ccccc3C(=O)N2Cc2ccco2)c1 (configuration not stated)
  A: 14.9	B: -14.1	C: 0.8	D: -4.7	E: 3.2	F: 2.5	G: 0.2	H: -1.0	I: -2.4

(26) Cc1ccc(NC(=O)c2ccc(S(=O)(=O)NCC3CCCO3)cc2)cc1 (configuration not stated)
  A: 2.9	B: 11.9	C: -1.8	D: -9.9	E: 22.4	F: 0.5	G: 0.4	H: -8.8	I: -1.5

# Reformatted tab-delimited: part of the list above
No.	smiles	PPC-1+TRAIL kill	MDM2 E3 inh	Runt-SMMHC FRET	EBV gp42 block	CHOP inhibitor	zfTRPN1 agonist	TRPML3 ag	NCF1 inh	TNF death inh
5	O=C(C(Sc1ccccc1)c1ccccc1)N1CCN(c2ccccc2)CC1 (configuration not stated)	15.1	-7.8	-1.2	-7.1	58.9	-2.0	-0.1	-4.2	2.7
12	C/C(Cn1nc([N+](=O)[O-])cc1C)=N\NC(=O)COc1ccc(Cl)cc1Cl	-15.5	-17.7	-0.4	0.3	26.6	1.3	0.2	-6.1	-0.9
13	Cc1ccc(NC(=O)c2ccn(C(=O)Nc3ccccc3)n2)c(C)c1	-6.1	-12.2	-3.7	-8.2	5.0	0.8	0.7	-4.0	0.3
7	O=C(NC(Cc1ccccc1)C(=O)O)c1ccc(S(=O)(=O)N2CCCC2)cc1 (configuration not stated)	6.1	-4.2	-4.2	-26.2	0.1	-0.3	0.7	-17.9	-0.8
23	COc1ccc(C(=O)/C=C/Nc2ccccn2)cc1	74.5*[5 µM]	-0.6	5.4	-9.0	73.5*	-1.2	0.4	-24.6	-2.3
15	Cc1ccc(NC(=O)CSc2nn(-c3ccc(Cl)cc3)c(=S)s2)cc1S(=O)(=O)N(C)C	21.1	-7.2	-6.8	-18.0	46.5	-1.7	-0.4	-203.4	-0.2
25	CC(=O)c1cccc(NC2c3ccccc3C(=O)N2Cc2ccco2)c1 (configuration not stated)	14.9	-14.1	0.8	-4.7	3.2	2.5	0.2	-1.0	-2.4
